SMARCA2 act: activators of SMARCA2 function. activation, % at 9.1 µM. 1% of 370,000 active. MG213 cells, MMTV-luciferase reporter, dexamethasone, overnight; in the data active = activation above about 7.8%;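 note: 0% = vehicle wells and 100% = reference activator wells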
KLK7 zymogen act: activators of human kallikrein-7 zymogen; P49862; purified proKLK7, EDANS-DABCYL substrate fluorescence; 100% is mature enzyme control, 0% vehicle; activation, % at 7 µM; 0.9% of 370,000 active; AID 652039;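 active = activation above the mean of all tested compounds plus 3 SD, computed per campaign excluding outliers beyond control limits, cut at about 13% in these data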
Target sequence (P49862 whole entry, looked up): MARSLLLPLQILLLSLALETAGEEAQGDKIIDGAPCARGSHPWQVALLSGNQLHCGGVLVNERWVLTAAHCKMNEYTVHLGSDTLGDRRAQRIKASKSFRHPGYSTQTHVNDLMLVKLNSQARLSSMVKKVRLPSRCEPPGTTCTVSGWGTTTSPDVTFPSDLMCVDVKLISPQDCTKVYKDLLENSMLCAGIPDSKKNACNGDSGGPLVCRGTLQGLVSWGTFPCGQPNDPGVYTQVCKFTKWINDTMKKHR
NPR2 activator: GC-B (human) receptor activation; P20594; 0.11% of 370,000 active; activation, % at 10 µM; AID 1920062; HEK293-GC-B cells, CNP EC30, cGMP TR-FRET; 0% at EC30 CNP, 100% saturating CNP;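 active = activation at 10 µM reaching about 35% in either raw or pattern-adjusted values, limit read from the data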
GAA850 FXN act: activators of GAA850 frataxin (FXN) promoter; AID 540364; HEK293 lucGAA850 FXN promoter luciferase reporter, 24 h; percent of 10 µM SAHA response; 0.56% of 360,000 active; activation, % at 6 µM;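 active = activation above the average of all compounds screened plus 3 SD, cutoff fixed separately per campaign, cut at about 7.5% in these data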;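 note: 0% = DMSO wells and 100% = 10 µM SAHA wells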
hgDAF-12 ag: agonists of H. glycines DAF-12 nuclear receptor | HEK293 GAL4-hgDAF12 UAS-luciferase reporter, agonist luminescence; normalized to butyrate control | activation, % at 6.8 µM | 1.8% of 370,000 active | AID 687014;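 active = activation above a cutoff set at the mean of all screened compounds plus 3 SD, cut at about 10% in these data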;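 note: 0% = DMSO wells and 100% = sodium butyrate wells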
DAX1 inh-1: blocks DAX1 repression of SF-1 activated StAR promoter; HEK293T StAR-luciferase reporter, SF-1/DAX-1 repression relief; 1.1% of 370,000 active; inhibition, % at 6.8 µM; AID 652010;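 active = inhibition above the mean over all tested compounds plus 3 SD, cut at about 3.6% in these data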;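 note: 0% = DAX-1 cells with DMSO and 100% = cells lacking DAX-1 with DMSO; higher inhibition means more luminescence from relief of DAX-1 repression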
NPR1 activator: GC-A (human) enzyme activation | P16066 | HEK293 GC-A cells, cGMP TR-FRET, EC30 ANP; 0% at EC30 ANP, 100% saturating ANP | activation, % at 10 µM | 0.14% of 370,000 active | AID 1671463; in the data active = activation above about 40%
hcDAF12 agonist: activators of H. contortus DAF-12 nuclear receptor; HEK293 hcDAF-12 lit1-tk-luc reporter, luminescence; 0% DMSO, 100% Δ7-dafachronic acid; activation, % at 6.8 µM; 1.4% of 370,000 active;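 active = activation above the mean of all tested compounds plus 3 SD, cut at about 5.5% in these data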;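 note: 100% = response to 3 µM Δ7-dafachronic acid high control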
DAX1 inh-2: inhibitors of human orphan nuclear receptor DAX1 (NR0B1); P51843; HEK293 Gal4-DAX1 luciferase reporter, luminescence; inhibition, % at 6.75 µM; 0.99% of 340,000 active; AID 504766;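 active = inhibition above the mean over all tested compounds plus 3 SD, cut at about 4.2% in these data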;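 note: 0% = DAX1-transfected cells with DMSO and 100% = empty-vector control cells with DMSO; inhibition shows as a rise in luminescence from relieved DAX1 repression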
Target sequence (P51843 207-470 limits assumed): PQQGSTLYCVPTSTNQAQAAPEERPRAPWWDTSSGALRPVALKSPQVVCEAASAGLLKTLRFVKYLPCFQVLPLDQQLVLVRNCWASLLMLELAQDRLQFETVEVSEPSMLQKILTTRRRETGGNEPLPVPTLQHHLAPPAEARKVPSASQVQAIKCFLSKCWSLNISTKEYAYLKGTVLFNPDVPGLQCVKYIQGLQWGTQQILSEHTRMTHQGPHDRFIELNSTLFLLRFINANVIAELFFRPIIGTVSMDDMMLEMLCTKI
sPLA2-III inh: Blocks human group III sPLA2 activity; QFRET BODIPY PC-A2 liposome hydrolysis, fluorescence; inhibition, % at 12.2 µM; 0.56% of 370,000 active; AID 743126;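 active = inhibition above mean plus 3 SD of compounds lying within the high and low control bounds, cut at about 19% in these data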;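 note: 0% = median of test compound wells and 100% = no enzyme DMSO wells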
Target sequence (Q9NZ20 whole entry, looked up): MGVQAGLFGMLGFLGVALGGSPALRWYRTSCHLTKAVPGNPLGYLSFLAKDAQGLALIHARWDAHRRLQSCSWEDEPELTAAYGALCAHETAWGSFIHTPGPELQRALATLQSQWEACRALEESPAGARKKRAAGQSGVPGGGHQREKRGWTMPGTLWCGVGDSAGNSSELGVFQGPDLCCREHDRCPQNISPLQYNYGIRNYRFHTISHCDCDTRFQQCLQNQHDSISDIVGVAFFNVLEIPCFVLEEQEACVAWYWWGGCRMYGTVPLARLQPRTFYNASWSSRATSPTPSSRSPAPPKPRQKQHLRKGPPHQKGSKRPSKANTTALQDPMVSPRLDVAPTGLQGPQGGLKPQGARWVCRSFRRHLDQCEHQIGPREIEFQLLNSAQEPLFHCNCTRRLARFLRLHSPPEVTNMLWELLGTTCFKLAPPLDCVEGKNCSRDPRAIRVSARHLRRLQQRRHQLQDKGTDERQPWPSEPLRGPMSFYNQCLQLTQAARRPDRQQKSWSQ
ssDAF-12 act: S. stercoralis DAF-12 activation, primary screen; HEK293 ssDAF-12/GRIP1 lit1-tk-luc reporter, luminescence; % of 3 µM dafachronic acid response; activation, % at 6.8 µM; 1% of 370,000 active; AID 652126;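 active = activation above the mean over all tested compounds plus 3 SD, cut at about 0.9% in these data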;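 note: 0% = DMSO-only wells and 100% = 3 µM delta7-dafachronic acid wells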
Starred values were filed as active, the others as inactive; . = not tested or not shown.

Molecule | SMARCA2 act | KLK7 zymogen act | NPR2 activator | GAA850 FXN act | hgDAF-12 ag | DAX1 inh-1 | NPR1 activator | hcDAF12 agonist | DAX1 inh-2 | sPLA2-III inh | ssDAF-12 act
CN(C(=O)c1cc2c(=O)n3ccccc3nc2n1C)C1CCCCC1 | 8.0* | 68.8* | 3.4 | 5.0 | 9.0 | 10.4* | 11.4 | 2.4 | -0.3 | 4.5 | -0.4
COC(=O)NNC(=O)COc1ccc(Br)c(C)c1 | -1.8 | -0.1 | 2.1 | -2.0 | -0.3 | 0.9 | -2.3 | -0.9 | 0.3 | 8.7 | -0.9
Cn1ccnc1Sc1ccc(C=O)cc1[N+](=O)[O-] | -4.4 | 0.0 | -3.0 | 0.5 | -0.9 | -0.7 | 0.2 | -0.8 | 0.0 | 9.5 | -0.8
Cc1ccc(CNC(=O)c2nnn(-c3cccc(C)c3)c2N)cc1 | -2.8 | -0.6 | -7.7 | -2.0 | -0.5 | -0.4 | -30.4 | -1.2 | 0.9 | -10.6 | -1.2
O=C(CCNC(=O)c1ccc([N+](=O)[O-])cc1)Nc1ccc(N2CCOCC2)cc1N1CCOCC1 | -0.6 | -0.6 | -1.9 | 3.4 | -2.2 | 0.4 | -2.3 | -0.8 | 0.4 | 4.5 | -1.2
CCOc1ccccc1OCC(=O)Nc1cc(S(=O)(=O)N2CCCCC2)ccc1OC | -2.1 | -0.1 | 10.0 | 3.5 | 1.8 | 1.8 | 1.8 | -0.2 | 1.7 | -0.9 | -0.3
COc1ccccc1CC(=O)N1CCN(c2ccc(F)cc2)CC1 | -1.9 | 1.5 | -4.3 | -0.8 | -0.3 | 0.0 | 2.9 | -1.5 | 0.2 | -2.2 | -2.2
COc1ccc(C(CCNC(C)c2ccccc2)C(C)C)cc1 (stereo not given) | -5.7 | 0.5 | -28.4 | -4.5 | 1.7 | -0.1 | -49.1 | -1.0 | . | 4.8 | -1.2
Cc1csc(SCC(=O)NCCc2ccc(Cl)cc2Cl)n1 | -1.4 | 0.5 | 0.6 | 2.6 | -3.2 | -0.1 | -1.1 | 0.0 | 0.3 | 1.7 | -1.6
COc1ccc(CNC(=O)C2CCN(S(C)(=O)=O)CC2)cc1 | -4.5 | -0.4 | -1.9 | 2.1 | 0.3 | 0.8 | 1.5 | 1.5 | 0.2 | 3.8 | -1.7
CCc1c(O)nc(SCC(=O)Nc2ccc(Br)cc2)n(-c2ccc(C)cc2)c1=O | -1.9 | 0.5 | -0.6 | 0.2 | 1.2 | -0.8 | 0.4 | 0.8 | -0.5 | -0.6 | -0.1
CN(C)S(=O)(=O)c1ccc(C(=O)OCC(=O)NC(=O)NCc2ccccc2)cc1 | -0.5 | -0.3 | -0.2 | -0.7 | -1.7 | -0.2 | 2.9 | 0.2 | 0.4 | 0.7 | -0.2
O=C(CSc1c(Cl)cccc1Cl)N1CCC(c2nc3ccccc3s2)CC1 | 0.6 | 0.0 | 0.0 | 0.9 | 0.0 | 0.2 | -0.3 | -0.3 | 1.2 | -4.6 | -0.9
O=[N+]([O-])c1ccc(S(=O)(=O)NCC2COc3ccccc3O2)cc1 (stereo not given) | -0.3 | 0.3 | 2.4 | 0.6 | -0.1 | 0.9 | 1.5 | 2.8 | 0.6 | -5.7 | -0.4
O=C(Nc1ccccn1)NC1CCS(=O)(=O)C1 (stereo not given) | -0.8 | -0.3 | -1.0 | -0.6 | 2.2 | -0.1 | -1.9 | -0.3 | 1.4 | 1.6 | -1.3
N#Cc1ccc(Cl)cc1NC(=O)COC(=O)c1ccc(S(=O)(=O)N2CCCC2)cc1 | -6.9 | 0.1 | 0.1 | 0.2 | -1.3 | 0.2 | 0.1 | 4.0 | -0.3 | -8.3 | 0.1
C=CCN(CC=C)Cc1cc(=O)oc2cc(OC)ccc12 | -1.0 | 0.9 | -5.0 | . | -1.9 | -0.9 | -0.6 | -1.1 | . | 5.6 | -1.2
O=C(Nc1c2c(nn1-c1ccc(Cl)cc1)CS(=O)(=O)C2)c1ccc2c(c1)OCO2 | -0.2 | 0.7 | -0.4 | -0.1 | 0.4 | 0.0 | -3.3 | -1.1 | -0.4 | -3.6 | -1.3
CC(=O)NCCC(=O)Nc1ccc(F)cc1C | -2.4 | -1.5 | -1.0 | 0.8 | 1.0 | 0.1 | 3.9 | 0.7 | -0.5 | 15.8 | -1.5
CN(c1ccccc1C(=O)Nc1ccc2c(c1)n(C)c(=O)n2C)S(C)(=O)=O | -0.6 | 0.1 | 1.9 | 1.1 | 0.8 | 0.7 | -0.3 | -0.1 | 2.0 | -5.5 | -1.2
CCc1ccccc1NC(=O)Cc1cn(C)c2ccccc12 | 3.3 | -0.9 | 2.9 | 1.7 | 2.9 | 0.1 | 0.6 | 2.6 | -0.6 | -29.3 | -0.5
CCOc1ncccc1C(=O)N1CCCSC1=Nc1ccc(C(C)=O)cc1 | -1.1 | 0.3 | -1.8 | -0.4 | -1.3 | -0.7 | -2.0 | -2.7 | 0.7 | -3.8 | -2.1
CC1(C(=O)Nc2ccc(Cl)c(Cl)c2)CCN1C(=O)CC1CCCC1 (stereo not given) | -1.4 | -0.2 | -1.9 | -0.9 | 0.2 | 0.3 | 1.8 | -1.9 | . | 0.1 | -1.3
CC(C)(CNC(=O)c1ccc(-c2cccc(C(F)(F)F)c2)o1)N1CCOCC1 | -0.3 | -0.1 | -1.1 | 0.1 | -1.6 | 0.1 | 2.6 | -0.9 | 0.1 | 8.2 | -1.1
O=C(C1=C[C@H](c2csc3ccccc23)C[C@H](OCc2ccc(CO)cc2)O1)N1CCN(Cc2ccc3c(c2)OCO3)CC1 | -0.1 | 0.6 | -1.0 | -2.1 | -3.0 | -1.3 | -3.9 | -3.1 | 0.0 | -19.9 | -1.8

Looked up one by one from above (two):
Molecule | SMARCA2 act | KLK7 zymogen act | NPR2 activator | GAA850 FXN act | hgDAF-12 ag | DAX1 inh-1 | NPR1 activator | hcDAF12 agonist | DAX1 inh-2 | sPLA2-III inh | ssDAF-12 act
CC1(C(=O)Nc2ccc(Cl)c(Cl)c2)CCN1C(=O)CC1CCCC1 (stereo not given) | -1.4 | -0.2 | -1.9 | -0.9 | 0.2 | 0.3 | 1.8 | -1.9 | . | 0.1 | -1.3
COc1ccc(CNC(=O)C2CCN(S(C)(=O)=O)CC2)cc1 | -4.5 | -0.4 | -1.9 | 2.1 | 0.3 | 0.8 | 1.5 | 1.5 | 0.2 | 3.8 | -1.7

Following part
Molecule | SMARCA2 act | KLK7 zymogen act | NPR2 activator | GAA850 FXN act | hgDAF-12 ag | DAX1 inh-1 | NPR1 activator | hcDAF12 agonist | DAX1 inh-2 | sPLA2-III inh | ssDAF-12 act
O=C(NC1CC1)c1ccc(CS(=O)c2ccc(Br)cc2)o1 (stereo not given) | -1.0 | 0.1 | 2.8 | 1.4 | 1.4 | 0.4 | 1.0 | -0.5 | 0.2 | -2.8 | -1.1
CC(=O)c1c(C)[nH]c(C(=O)Nc2ccc(Cl)c(S(=O)(=O)N(C)C)c2)c1C | 1.7 | 0.1 | -4.2 | 3.0 | 5.8 | 1.7 | 0.4 | 2.0 | 10.0* | -4.0 | -0.6
COc1ccccc1NC(=O)CSc1nccn1Cc1ccccc1 | -4.1 | -0.1 | -8.7 | 0.2 | -0.7 | -1.1 | -1.6 | -1.8 | 1.9 | 2.0 | -1.1
Cc1ccc(/C=N/N2CCN(Cc3ccccc3)CC2)cc1 | 1.3 | -0.9 | -0.8 | 3.2 | 1.1 | -0.6 | 0.5 | -1.8 | 0.4 | 2.9 | -0.8
CC(OC(=O)CCC(=O)c1cccs1)C(=O)Nc1ccccc1[N+](=O)[O-] (stereo not given) | -0.3 | -0.5 | 1.7 | 2.3 | -0.7 | 0.1 | -1.3 | 1.4 | 1.1 | -3.1 | -0.5
Cc1ccc(NC(=O)C(C)Sc2nc(=O)cc(N)n2-c2ccccc2)cc1 (stereo not given) | 2.3 | -0.3 | 2.0 | 0.0 | -0.5 | -0.3 | -0.2 | -1.4 | 1.2 | -5.2 | -1.3
COc1ccc(OC)c(C(=O)NC(CC(N)=O)c2ccc(NC(C)C)c([N+](=O)[O-])c2)c1 (stereo not given) | -1.5 | -0.3 | 1.7 | 1.6 | 0.0 | 0.1 | 0.1 | -1.7 | -1.3 | 9.3 | -1.1
N/C(=N\OC(=O)c1ccc(Cl)cc1Cl)c1ccccc1 | 2.8 | 0.6 | -2.3 | -0.6 | 10.3 | 2.5 | 17.3 | 7.3* | 2.3 | -3.8 | 0.1
O=C(CN1CCCCC1)NC(=O)NCc1ccccc1 | 2.2 | -0.1 | 1.5 | -0.6 | -1.7 | 0.3 | -0.3 | -0.4 | 2.8 | 1.7 | -0.8
CCOc1cc(C(=S)N2CCCC2)ccc1OC | -1.2 | 0.2 | 3.0 | 2.8 | -0.8 | -0.1 | 2.6 | -0.9 | 0.7 | -5.9 | -1.4
O=C1Cc2cc(S(=O)(=O)N3CCCCC3)ccc2N1 | -0.6 | -0.2 | 0.1 | 0.7 | 1.9 | 0.8 | 0.2 | -1.4 | 0.9 | -28.9 | -1.5
CC(=O)C(=Cc1cc(C)n(-c2ccccc2)c1C)C(C)=O | 1.0 | 1.6 | 5.7 | -0.4 | -2.3 | 0.1 | 1.3 | 1.5 | -0.9 | -10.3 | -1.6
Cc1ccc(C#N)c(SCc2cc3c(cc2Cl)OCO3)n1 | -0.5 | 0.1 | 1.7 | -0.2 | 0.1 | 0.0 | -2.8 | 0.7 | 0.0 | -3.2 | -1.5
O=C(Nc1nc2n(n1)C(c1ccccc1)C=C(c1ccccc1)N2)c1ccco1 (stereo not given) | -2.4 | -4.6 | 0.4 | 1.2 | -1.2 | -0.6 | 5.8 | -2.1 | 1.3 | -2.0 | -2.0
O=C(N/N=C/c1ccoc1)c1cccc([N+](=O)[O-])c1 | 0.1 | -0.4 | 0.7 | 1.7 | 2.4 | 0.2 | 3.3 | -0.4 | 0.6 | 3.3 | -0.8
CCOC(=O)c1nnn(-c2nonc2-n2cccc2)c1CN1CCC(C(=O)OCC)CC1 | -2.2 | 0.0 | -0.3 | 1.6 | 1.2 | -0.9 | -4.1 | -0.3 | -0.5 | -9.5 | -1.4
O=C(CN1C(=O)C2CC=C(Cl)CC2C1=O)Nc1ccc(C(=O)O)cc1 (stereo not given) | -2.5 | 0.6 | 2.5 | -1.4 | -0.8 | 0.7 | 6.5 | 0.6 | 1.2 | 6.2 | -1.0
Cn1cc(CN2CCCC(C(=O)Nc3cccc(-c4cc5ccccc5[nH]4)c3)C2)cn1 (stereo not given) | -1.7 | 0.5 | -6.1 | 0.7 | 1.2 | 0.6 | -7.4 | 1.4 | 1.4 | -31.5 | -0.7
O=S(=O)(CS(=O)(=O)c1ccccc1Br)c1ccccc1Br | -0.2 | 0.0 | -2.8 | . | -1.5 | 0.4 | 6.0 | -0.1 | . | 2.1 | -1.1
CCN(C(=O)COC(=O)c1cc2ccccc2cc1OC)c1c(N)n(Cc2ccccc2)c(=O)[nH]c1=O | -1.1 | 8.9 | 5.4 | -0.1 | -0.4 | -2.1 | -2.2 | -2.0 | -0.1 | -7.2 | -0.5
COC(=O)c1sc2ccccc2c1NC(=O)c1ccc(S(=O)(=O)N2CC(C)CC(C)C2)cc1 (stereo not given) | -0.4 | -0.1 | -1.7 | 0.6 | -1.6 | 0.4 | -1.0 | 0.8 | 1.2 | 4.4 | -1.1
